PI4K2A block: qHTS for small molecular inhibitors of PI4K2A | hit rate 0.13% among 420,000 | AID 1346378, 2018 | Phosphatidylinositol 4-kinase type 2-alpha (Homo sapiens), Q9BTU6 | activity change, negative = inhibition, % at 76.9 µM | purified PI4K2A, ADP-Glo luminescence, 1 h; stronger effect = lower value; in the data active means activity change below about -50%; inconclusive means mostly about -30% to -49%;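 further: -100% = wells without enzyme as full effect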
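ADP-Glo luminescence measured ADP generated by PI4K2A enzyme (4 ug/mL before mixing) with 1.2 mM PI substrate (pre-mix) and 300 microM ATP (pre-mix). Tris pH7.5 buffer with MgCl2, Triton X-100; 1 h reaction at ambient temperature.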
TrxR1 inh: qHTS Assay for Inhibitors of Mammalian Selenoprotein Thioredoxin Reductase 1 (TrxR1): qHTS; Potency, µM (doses to about 114 µM), for the others: at the top dose activity change, negative = inhibition, most hits filed as inhibitors; recombinant rTrxR1, NADPH fluorescence consumption, selenite substrate; AID 588453, 2011; Thioredoxin reductase 1, cytoplasmic (Rattus norvegicus), O89049; hit rate 1% among 390,000; further: potency means the concentration at half of the fitted maximal effect; on the % scale 0 is the no-effect control and ±100 the full control effect; nearly all actives have a fitted effect of over 65% in size
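Rat TrxR1 (90 nM in the dispensed reagent) was pre-reduced with 400 uM NADPH for 5 min at room temperature, then incubated with compound for 15 min. After 400 uM selenite was added, NADPH fluorescence (Ex 340/Em 450 nm) was followed for 8 min.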
IDH1 R132H inh: qHTS for Inhibitors of mutant isocitrate dehydrogenase 1 (IDH1): qHTS | Isocitrate dehydrogenase [NADP] cytoplasmic (Homo sapiens), O75874 | IDH1-R132H enzyme, NADPH consumption, diaphorase/resazurin fluorescence | Potency, µM (top dose mostly 76.6 µM), inactives show at the highest dose activity change, negative = inhibition, actives largely listed as inhibitors | hit rate 0.093% among 390,000; further: potency means the concentration at half of the fitted maximal effect; on the % scale 0 is the no-effect control and ±100 the full control effect; nearly all actives have a fitted effect of over 65% in size
Target sequence (O75874 whole entry R132H, stated change not applied): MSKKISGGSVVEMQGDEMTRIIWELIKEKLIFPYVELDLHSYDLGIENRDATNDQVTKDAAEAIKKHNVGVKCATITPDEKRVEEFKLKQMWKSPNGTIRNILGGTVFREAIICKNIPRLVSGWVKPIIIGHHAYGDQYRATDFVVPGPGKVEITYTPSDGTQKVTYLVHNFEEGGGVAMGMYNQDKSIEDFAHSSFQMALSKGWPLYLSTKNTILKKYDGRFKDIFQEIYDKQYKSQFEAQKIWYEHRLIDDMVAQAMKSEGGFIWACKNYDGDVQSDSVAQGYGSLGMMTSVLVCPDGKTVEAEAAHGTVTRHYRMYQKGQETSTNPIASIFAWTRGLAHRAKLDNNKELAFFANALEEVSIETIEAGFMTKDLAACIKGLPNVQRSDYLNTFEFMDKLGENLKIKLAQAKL
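IDH1-R132H (0.5 ug/mL dispensed) in pH 7.5 Tris buffer was preincubated 30 min with compound, then given a substrate mix of 0.016 mM NADPH and 2 mM alpha-KG for 80 min at room temperature; remaining NADPH was read by diaphorase/resazurin fluorescence.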
HP1b binding inh: HTS for Inhibitors of HP1-beta Chromodomain Interactions with Methylated Histone Tails; AlphaScreen HP1-beta / biotin-H3K9me3 peptide binding; Potency, µM (series often up to 114 µM), inactives show at the top dose activity change, negative = inhibition, hits mostly inhibitors; hit rate 0.56% among 390,000; AID 540317, 2011; further: potency means the concentration at half of the fitted maximal effect; nearly all actives have a fitted effect of over 70% in size; inactives centre near 23
Target sequence (P83916 whole entry, looked up): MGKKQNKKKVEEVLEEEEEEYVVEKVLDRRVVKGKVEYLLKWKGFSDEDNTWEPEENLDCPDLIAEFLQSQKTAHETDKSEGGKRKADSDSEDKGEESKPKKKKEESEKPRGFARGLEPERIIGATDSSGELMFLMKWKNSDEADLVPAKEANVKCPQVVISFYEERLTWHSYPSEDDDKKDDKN
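Compound inhibition of the preformed complex between 50 nM HP1-beta and 50 nM biotinylated H3K9me3 peptide was read by AlphaScreen. Buffer was PBS pH 7.4 with 0.01% Tween-20. Incubations ran 30 min at room temperature, with 10 ug/mL donor/acceptor beads.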
TrxR1 substrate: qHTS Assay for Substrates of Mammalian Selenoprotein Thioredoxin Reductase 1 (TrxR1): qHTS | purified TrxR1 substrate turnover, NADPH consumption readout | Potency, µM (doses to about 114 µM), for inactives: at the top dose activity change, negative = substrate turnover | hit rate 0.01% among 390,000; further: potency means the concentration at half of the fitted maximal effect; on the % scale 0 is the no-effect control and ±100 the full control effect; nearly all actives have a fitted effect of over 50% in size
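Rat TrxR1, dispensed at 90 nM, was prereduced with 400 uM NADPH (final) for 5 min at ~22 deg C, then incubated with compound 15 min before 400 uM selenite. A first-read NADPH fluorescence drop versus no-compound background flagged substrates.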
USP1-UAF1 inh: Inhibitors of USP1/UAF1: Primary Screen; Ubiquitin carboxyl-terminal hydrolase 1 (Homo sapiens), O94782; recombinant USP1/UAF1, Ub-Rhodamine cleavage fluorescence; Potency, µM (highest dose often 57.1 µM), inactives show at the highest dose activity change, negative = inhibition, hits mostly inhibitors; hit rate 0.23% among 390,000; AID 743255, 2014; further: potency means the concentration at half of the fitted maximal effect; on the % scale 0 is the no-effect control and ±100 the full control effect; nearly all actives have a fitted effect of over 60% in size; inactives centre near -12
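USP1/UAF1 complex at 1 nM was preincubated with compound for 15 min at room temperature, then Ub-Rho substrate (150nM final) was added. Fluorescence (480/540 nm) was read kinetically, 6 reads every 60 seconds.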
GLS inhibitor: qHTS for Inhibitors of Glutaminase (GLS) | Glutaminase kidney isoform, mitochondrial (Homo sapiens), O94925 | GLS enzymatic activity, qHTS titration | Potency, µM (top dose mostly 45.5 µM), inactives show at the top dose activity change, negative = inhibition, most hits filed as inhibitors | hit rate 0.21% among 410,000 | AID 624170, 2012; further: potency means the concentration at half of the fitted maximal effect; on the % scale 0 is the no-effect control and ±100 the full control effect
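Compounds were pin-transferred onto hKGA, after which L-glutamine (1 mM solution) and a detection mix of glutamate oxidase, HRP and Amplex Red were added. Initial and 30 min RT fluorescence reads were collected.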
Tb PGK inh: qHTS Assay to Find Inhibitors of Phosphoglycerate Kinase. Phosphoglycerate kinase, glycosomal (Trypanosoma brucei brucei), P07378. PGK/GAPDH coupled, Kinase-Glo luminescence, 60 min. Potency, µM (doses to about 57.5 µM), without a hit: at the top dose activity change, negative = inhibition, actives largely listed as inhibitors. hit rate 0.043% among 380,000; further: potency means the concentration at half of the fitted maximal effect; on the % scale 0 is the no-effect control and ±100 the full control effect; nearly all actives have a fitted effect of over 60% in size
Target sequence (P07378 whole entry, looked up): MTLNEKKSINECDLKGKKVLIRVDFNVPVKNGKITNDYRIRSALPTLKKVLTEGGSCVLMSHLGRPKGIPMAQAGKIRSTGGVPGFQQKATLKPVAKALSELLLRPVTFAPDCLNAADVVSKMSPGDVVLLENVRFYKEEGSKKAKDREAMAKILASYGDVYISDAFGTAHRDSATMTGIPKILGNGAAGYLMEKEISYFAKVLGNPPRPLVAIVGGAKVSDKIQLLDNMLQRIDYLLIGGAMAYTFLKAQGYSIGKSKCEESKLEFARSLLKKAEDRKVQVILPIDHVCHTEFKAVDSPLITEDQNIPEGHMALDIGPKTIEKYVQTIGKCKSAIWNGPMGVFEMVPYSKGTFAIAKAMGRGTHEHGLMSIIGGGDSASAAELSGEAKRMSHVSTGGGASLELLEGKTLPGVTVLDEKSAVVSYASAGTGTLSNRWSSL
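Recombinant glycosomal PGK reaction used 1,3-bisphosphoglycerate generated in-well by GAPDH (100nM final) in 100mM TEA pH 7.6, 5mM MgCl2, 0.01% Tween-20. After 60 minutes at room temperature, ATP was read by Kinase-Glo Plus luminescence end-point.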
Pin1 inh: qHTS Assay to Find Inhibitors of Pin1; Pin1 FP peptide displacement, HiFluor488, 10 min; Potency, µM (highest dose often 115 µM), for inactives: at the top dose activity, negative = inhibition, most hits filed as inhibitors; hit rate 0.009% among 390,000; active means well fitted inhibition curve with a large enough effect in the polarisation, with a control signal flat, not every such curve was filed as active; inconclusive means small, poorly fitted or top-dose-only effect, or effect the other way, or a change in a side signal; inactive means no such curve, though single readings can be large or run the other way; the % refers to the polarisation; further: potency means the concentration at half of the fitted maximal effect; on the % scale 0 is the no-effect control and ±100 the full control effect
The depositor's hits bear a star; i = inactive; ? = inconclusive; . = no result given; & = joins results of further samples; [ ] = dose if it differs, or a comment. Unless noted, the call rests on the fitted dose curve; in most records, active means well fitted curve in the direction sought with a large enough effect; inconclusive means small, poorly fitted or top-dose-only effect, or another doubt; inactive means no such curve, though single readings can be large; an effect the other way counts as inactive or inconclusive.

SMILES | PI4K2A block | TrxR1 inh | IDH1 R132H inh | HP1b binding inh | TrxR1 substrate | USP1-UAF1 inh | GLS inhibitor | Tb PGK inh | Pin1 inh
S=C(NCCCN1CCOCC1)Nc1ccc(Nc2ccccc2)cc1 | -2 | ? | 1% | -11% | 5%[57.1 µM] | -13% | ? | 9% | 0%
OCCC1CN(Cc2ccc(-n3cccn3)cc2)CCN1Cc1ccccc1 (centres undefined) | 4 | 6% | -7% | 23% | 1% | -22% | 10% | -4% | 1%
O=C(COc1ccccc1)NCc1cccs1 | -15 | 19% | 9% | 21% | 6% | -5% | 4% | -4% | -7%
N#C/C(=C\c1ccc(Sc2nc3ccccc3[nH]2)o1)c1ccccc1 | -6 | 24%[57.1 µM] | 8% | 37%[activator] | 7%[57.1 µM] | -17% | 9% | -2% | 38%[activator]
CC(NC(=O)CNC(=O)c1cccc(Cl)c1)c1ccccc1 (centres undefined) | 4 | 15% | -6% | 34% | -2% | -10% | 1% | . | 6%
CCOc1cc2[nH]c(=S)n(Cc3ccc(C(=O)NCCCOC)cc3)c(=O)c2cc1OCC | -2 | 21% | -8% | 56%[activator] | 0% | -22% | -3% | 1% | -6%
COc1cccc2c1C(CCCC(=O)O)CCC2 (centres undefined) | -1 | -3%[2.29 µM] | -1% | 12%[57 µM] | 0%[2.29 µM] | -20% | 2% | 1% | -3%
Cc1ccc(C)c(NC(=O)C2CCCN(S(=O)(=O)c3c(C)nn(C)c3C)C2)c1 (centres undefined) | 3 | 5% | 0% | 51%[activator] | 4% | -12% | 2% | -2% | -1%
CCOC(=O)c1cc(S(=O)(=O)N2CCCC2)cn1C | -1 | 13% | -10% | 14%[57 µM] | -3% | -10% | 1% | i | -8%
COc1ccc(-c2noc(N3CCCC(C(=O)Nc4ccc(C(C)=O)cc4)C3)n2)cc1 (centres undefined) | 6 | 24% | 10% | 40%[activator] | 5% | -20% | -7% | -5% | 8%
O=C(Nc1ccccc1C(F)(F)F)C1CCN(C(=O)c2cccs2)CC1 | -2 | 30% | -4% | 18% | 10% | -22% | 10% | -9% | 2%
CCC(C(=O)NC1CCCCC1)n1c(SCc2cccc(F)c2)nc2ccncc21 (centres undefined) | 2&2 | -3% | -6%&-17% | 56%&20%[activator] | -7% | -18%&-16% | -15%&3% | 4%&-3% | -4%&-1%
CC(=N\NC(=O)c1cc(Br)ccc1O)/C(=N/O)C(=O)Nc1ccccc1 | -5 | -8% | 1% | 29% | -4% | -17% | 26% | -5% | -3%
CCOC(=O)c1cc(C(O)(C(F)(F)F)C(F)(F)F)c(/N=C/N(C)C)o1 | -1 | -11% | -5% | 26% | 2% | -2% | -2% | 7% | -8%
Cc1ccc2c(CN3CCCCC3C)cc(=O)oc2c1 (centres undefined) | -3 | 20% | 9% | 32% | 6% | -26% | 6% | -8% | -3%
O=C(NC1CCS(=O)(=O)C1)c1ccc(-c2ccc(Br)cc2)o1 (centres undefined) | -1 | -1% | -3% | 0% | 54%[activator] | -4% | 23% | -2% | -1%
Cc1nc2ccc(S(=O)(=O)NC(C(=O)N3CCC(C)CC3)C(C)C)cc2s1 (centres undefined) | -1 | 2% | -8% | 29% | -2% | ? | 0% | -4% | -8%
O=C(c1ccc(N2C(=O)C3CCCCC3C2=O)cc1)N1CCCCC1 (centres undefined) | 0 | -3% | 3% | 27% | -6% | -21% | -2% | -2% | -8%
COc1ccc(CC(=O)OCC(=O)NCc2ccc(C)cc2)cc1OC | 0 | 18%[57.1 µM] | 8% | 28% | 9%[57.1 µM] | -11% | -3% | i | -3%
O=C(NCCCO)c1cc([N+](=O)[O-])cc2c1C=Cc1ccccc1O2 | -1 | ? | -1% | -17% | -20% | -25% | 9% | 3% | -11%
CCOc1ccccc1OCCOc1ccccc1OC(C)C | -5 | 1% | 3% | 141%[activator] | 6%[57.1 µM] | -22% | -1% | -5% | 0%
CCC(=O)NC(c1cccc([N+](=O)[O-])c1)c1c(O)ccc2ccccc12 (centres undefined) | -1 | -2%[57.1 µM] | -3% | 24% | -4%[57.1 µM] | -9% | 23% | 2% | ?
COc1ccccc1N1CCN(Cc2cc(=O)n3ccsc3n2)CC1 | 12 | -18% | -4% | 19% | -5% | 3% | 12% | -9% | -3%
C/C(Cl)=C\CNC(C)c1ccccc1 (centres undefined) | 1 | 4% | 0% | 45%[activator] | 4% | -5% | -7% | -2% | -3%
CCCCSc1nnc(-c2c[nH]c3ccccc23)n1C | 0 | 8%[57.1 µM] | 7% | 26% | 3%[57.1 µM] | -10% | 2% | -1% | 0%
CC1=C(C(=O)Nc2cccc(F)c2)C2(CCCCCC2)OC1=O | -1 | -3% | 0% | 13% | -5% | ? | 0% | 19% | -12%
O=C(Nc1ccc2oc(-c3ccncc3)nc2c1)c1ccco1 | 2 | ? | 0% | 68%[activator] | 30% | -26% | -22% | -1% | ?
CCCCn1c(=O)[nH]c(=O)c2c1nc(COc1ccc(C#N)cc1)n2CCC | 0 | 0% | 0% | 18% | -8% | -11% | -1% | -10% | 0%
O=C(Nc1cccc(C(F)(F)F)c1)C1CCCCC1 | 1 | 17%[57.1 µM] | 6% | 74%[activator] | 2%[57.1 µM] | -11% | -15% | i | 7%
N/C(=N\OC(=O)c1cnn(-c2ccccc2)c1C(F)(F)F)c1ccc(C(F)(F)F)cc1 | 3 | 5% | -2% | 22% | 6%[57.1 µM] | -4% | 0% | 2% | -9%
COc1ccccc1NCC(=O)N/N=C(\C)c1cccs1 | 3 | 31%[11.4 µM] | 19% | ? | -20%[11.4 µM] | -12% | -18% | -2% | 2%
CCN(CC)CCN1CCn2c3c(c4cc(C)ccc42)CCCC31 (centres undefined) | 7 | 4% | 2% | 6% | -1% | -20% | 32%[activator] | . | ?
O=C(C(=C1NCCN1)n1cncn1)c1ccccc1 | 2 | -15% | -5% | 13% | -14% | -5% | -3% | -5% | -2%
Cc1ccccc1N1CCN(S(=O)(=O)Cc2ccccc2)CC1 | -3 | 19% | 14% | 61%[activator] | 1% | -11% | 3% | -10% | -2%
C[C@H](CO)N1C[C@H](C)[C@@H](CN(C)S(=O)(=O)c2ccc(F)cc2)Oc2ccc(NC(=O)Cc3ccccc3)cc2C1=O | 1 | 6%[57.1 µM] | 1% | 31% | 4% | -16% | -4% | -5% | -3%
COc1cc2cncc(Cc3ccccc3)c2cc1O | -4 | 16% | 7% | 14% | 173%[activator] | -15% | -1% | 4% | -3%
CCOc1ccccc1NC(=O)CNC(=O)N1CC(=O)Nc2ccccc21 | -12 | 12% | 8% | 76%[activator] | 8% | -17% | -4% | -2% | -1%
O=C(NCCN1CCOCC1)c1ccc(NS(=O)(=O)c2ccccc2)cc1 | 2 | 0% | 5% | 31% | -4% | -19% | 4% | 6% | -3%
CCOc1cc(N2CCOCC2)c(OCC)cc1NC(=O)CN1C(=O)C2CC=CCC2C1=O (centres undefined) | -2 | 17%[57.1 µM] | 16% | 14% | 6%[57.1 µM] | -16% | 9% | 9% | -5%
COCCCN1C(=O)c2ccc(C(=O)NCCc3ccccc3)cc2C1=O | 5 | -4%[57.1 µM] | 8% | 13% | 6%[57.1 µM] | 1% | 4% | 0% | -2%
O=C(OCC(=O)N1CCCc2ccccc21)c1c(F)cccc1F | 4 | -3% | 7% | 30% | -13% | 0% | 11% | -1% | -2%
CCOCCn1c(SCc2c(F)cccc2Cl)nc2c1c(=O)[nH]c(=O)n2C | -1 | -7% | 9% | 41%[activator] | -7% | -14% | 5% | -6% | 1%
CCCNCc1cc(OCC)c(OCC(N)=O)cc1Br | 8 | 10%[57.1 µM] | 11% | 28% | 1%[57.1 µM] | -17% | 4% | -11% | -1%
Cc1cc([N+](=O)[O-])cc2c1NC(=O)C2(O)N1CCCCCC1 (centres undefined) | -2 | 1%[57.1 µM] | 21% | -4% | -9% | -20% | 5% | -5% | -6%
COc1ccc(CC(=O)N/N=C/c2sccc2C)cc1 | 1 | 19%[57.1 µM] | -2% | 16% | -9% | -16% | 1% | 2% | 1%

Part of the list above in a different format:
Each structure is followed by: PI4K2A block, TrxR1 inh, IDH1 R132H inh, HP1b binding inh, TrxR1 substrate, USP1-UAF1 inh, GLS inhibitor, Tb PGK inh, Pin1 inh
O=C(OCC(=O)N1CCCc2ccccc21)c1c(F)cccc1F
  4, -3%, 7%, 30%, -13%, 0%, 11%, -1%, -2%
CCOCCn1c(SCc2c(F)cccc2Cl)nc2c1c(=O)[nH]c(=O)n2C
  -1, -7%, 9%, 41%[activator], -7%, -14%, 5%, -6%, 1%

Screens: PubChem BioAssay, National Center for Advancing Translational Sciences (NCATS)

Not all compounds are listed; count on the stated rates, not on these rows.
